# Screens deposited in PubChem BioAssay by Sanford-Burnham Center for Chemical Genomics.
# mIAP act = mouse IAP activation; muIAP, CDP-Star luminescence, 30 min; active compounds read high; 1 = vehicle-only enzyme signal, 0 = enzyme-free wells; activation factor at 10 µM; 330,000 compounds, 0.24% hits; AID 2805;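 active = activation factor of at least 2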; also: the source names both 10 and 20 µM as test concentration; values of inactives mirror those of a sister screen read the other way
#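 also added = chemiluminescent substrate CDP-Star | test system = mouse IAP enzyme | signal = chemiluminescence readout | compound = DMSO-dissolved test compounds | incubation = 30 min at room temperature | benchmarks = DMSO wells, no-enzyme wells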
# APOBEC3A inh = human APOBEC3A DNA deaminase inhibition. AID 493011. P31941. recombinant A3A, FAM/TAMRA ssDNA deamination fluorescence. 330,000 compounds, 0.41% hits. inhibition, % at 20 µM;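 active = at least 40% inhibition at 20 µM here, with at most 30% in a related deaminase screen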;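 also: plate controls were A3A with DMSO for no effect and wells lacking A3A enzyme for full effect; some results filed as inactive read as strong as hits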
# Target sequence (P31941 whole entry, looked up): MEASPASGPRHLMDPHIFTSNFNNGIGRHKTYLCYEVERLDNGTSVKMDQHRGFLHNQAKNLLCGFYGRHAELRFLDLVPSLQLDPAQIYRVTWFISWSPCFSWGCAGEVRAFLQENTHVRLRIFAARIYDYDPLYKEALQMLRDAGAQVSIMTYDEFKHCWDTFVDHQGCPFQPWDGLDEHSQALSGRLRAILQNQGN
# mIAP inh = blocks mouse intestinal alkaline phosphatase; purified mouse IAP, CDP-Star luminescence, 30 min; inhibition, % at 10 µM; 330,000 compounds, 0.2% hits;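 active = inhibition of at least 40% at 10 µM in the primary screen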;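 also: plate controls were DMSO with enzyme for no effect and no enzyme wells for full effect; values of inactives mirror those of a sister screen read the other way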
# hIAP block = human IAP inhibition | inhibition, % at 10 µM | 330,000 compounds, 0.12% hits | P09923 | AID 2544 | purified IAP, CDP-Star luminescence, 30 min;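 active = inhibition reaching a set limit with compound at 10 µM in the primary screen, cut at about 35% in these data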;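 also: plate controls were DMSO wells with enzyme for no effect and no-enzyme buffer wells for full effect; values of inactives mirror those of a sister screen read the other way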
# APOBEC3G inh = inhibitors of human APOBEC3G DNA deaminase; Q9HC16; recombinant A3G, ssDNA deamination FAM/TAMRA fluorescence; inhibition, % at 20 µM; 330,000 compounds, 0.28% hits; AID 493012;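 active = inhibition of at least 40% at 20 µM, with no more than 30% in the related APOBEC3A deaminase screen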;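 also: plate controls were DMSO wells with A3G for no effect and wells lacking A3G enzyme for full effect; some compounds called inactive have numbers as strong as hits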
# Target sequence (Q9HC16 whole entry, looked up): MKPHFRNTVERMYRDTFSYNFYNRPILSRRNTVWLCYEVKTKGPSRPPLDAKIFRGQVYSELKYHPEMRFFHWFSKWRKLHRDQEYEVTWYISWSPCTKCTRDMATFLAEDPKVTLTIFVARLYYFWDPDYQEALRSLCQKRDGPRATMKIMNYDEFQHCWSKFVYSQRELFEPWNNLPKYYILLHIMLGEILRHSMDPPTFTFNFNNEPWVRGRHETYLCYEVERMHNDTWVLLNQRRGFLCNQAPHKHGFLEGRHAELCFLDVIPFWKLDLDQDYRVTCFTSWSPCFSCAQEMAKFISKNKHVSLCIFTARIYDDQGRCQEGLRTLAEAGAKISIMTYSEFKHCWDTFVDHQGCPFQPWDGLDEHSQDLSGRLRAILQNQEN
# MPTP inh = inhibitors of mitochondrial permeability transition pore. isolated mouse mitochondria, Ca2+ swelling absorbance, 30 min. inhibition, % at 10 µM. 360,000 compounds, 1.4% hits. AID 602449;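 active = inhibition of 50% or more, scaled per plate between neutral and stimulator controls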;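 also: 0% = DMSO wells given calcium and 100% = 1 mM EGTA wells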
# hIAP act = human IAP activation; P09923; purified human IAP, CDP-Star luminescence, 30 min; active compounds read high; 1 = vehicle-only enzyme, 0 = enzyme-free background; activation factor at 10 µM; 330,000 compounds, 0.16% hits; AID 2524;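 active = activation factor of the enzyme at least 2-fold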; also: the source names both 10 and 20 µM as test concentration; values of inactives mirror those of a sister screen read the other way
# NR3A LBD binder = modulates the human NR3A ligand-binding domain | NR3A LBD differential scanning fluorimetry, Tm shift; 0% = protein alone, 100% = glycine-bound protein | Tm shift relative to glycine control, % at 25 µM | 340,000 compounds, 2.5% hits | AID 1259313;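 active = melting temperature shift of at least 10% of the positive control shift, at one fixed dose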
# beta cell repl = inducers of beta-cell replication in MIN6 cells | MIN6 cells proliferation, ATPlite luminescence, 48 h; cells starved in 0.2% serum; 100% = growth in 10% serum | proliferation, % at 10 µM | 330,000 compounds, 0.29% hits;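 active = compounds whose signal lies at least 3.5 SD above the mean of all wells on their plate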;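 also: 0% = DMSO-treated cells in low-serum medium and 100% = 10% serum control; some compounds called inactive have numbers as strong as hits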
# Starred values were filed as active, the others as inactive; x = no result given.
nr	Molecule	mIAP act	APOBEC3A inh	mIAP inh	hIAP block	APOBEC3G inh	MPTP inh	hIAP act	NR3A LBD binder	beta cell repl
1	Cc1ccccc1CS(=O)(=O)Cc1ccc(C(=O)NC2CCCCC2)o1	0.96	-5	4	-10	-4	-0.7	1.1	-1	-1
2	COc1cc(SC)ccc1C(=O)N(Cc1ccccc1)c1ccccn1	1	3	-2	10	0	1.4	0.91	0	0
3	CCCN1CCC(Oc2cccc(C(=O)NCCc3ccccc3)c2)CC1	1	-2	-1	-13	0	0.2	1.1	3	-1
4	CCCCc1cc(=O)oc2c(C)c(OCC(=O)N3CCC(C(=O)O)(c4ccccc4)CC3)ccc12	1.1	0	-9	-3	-6	0.1	1	-1	-4
5	COc1cccc(C(C#N)N2N=C(C)CC2(C)C)c1O (stereo not given)	0.97	-3	3	-10	-2	-1.2	1.1	2	-1
6	O=C1c2cccnc2C(=O)N1Cc1ccc(F)cc1	1.1	5	-6	14	-1	-1.8	0.86	-1	-3
7	COc1c(OC)c(O)c2c(=O)c(O)c(-c3ccccc3)oc2c1OC	0.81	-1	18	-17	-7	2.7	1.2	-2	-4
8	COc1cc(OC)c(NC(=O)c2ccc(Br)o2)cc1Cl	0.9	1	10	11	1	0.0	0.89	-1	-5
9	CCOC(=O)c1ccc(Oc2c(C)oc3cc(OS(C)(=O)=O)ccc3c2=O)cc1	0.97	4	3	0	0	-0.6	1	-1	-4
10	CCn1c(=O)n(CC(=O)Nc2ccc(F)cc2)c(=O)c2ccccc21	0.99	-5	0	-6	-5	-1.4	1.1	-3	1
11	CCOC(=O)N1CCc2c(sc3nc4n(c(=O)c23)N=C(c2ccc(OC)cc2)CS4)C1	1	2	0	6	-7	3.8	0.94	1	-1
12	O=C1c2ccccc2C(=O)N1CCCCON1C(=O)c2ccccc2C1=O	0.96	1	4	13	-2	1.0	0.87	-4	5
13	Cc1nc(NC(=S)NC(=O)c2cccs2)ccc1Br	0.89	-6	12	-10	-8	0.0	1.1	-1	-3
14	CCN1CC(CN(C)Cc2nc(-c3ccco3)oc2C)CC1=O (stereo not given)	0.99	-3	1	2	-11	-0.3	0.98	0	1
15	Cc1ccc(C(=O)N/N=C2\CCCc3ccccc32)c(C)c1	1.1	-2	-6	-3	-6	0.2	1	-14	-3

# 3 of the entries above in order of the hIAP block value, low to high.
No.	mol	hIAP block
5	COc1cccc(C(C#N)N2N=C(C)CC2(C)C)c1O (stereo not given)	-10
8	COc1cc(OC)c(NC(=O)c2ccc(Br)o2)cc1Cl	11
12	O=C1c2ccccc2C(=O)N1CCCCON1C(=O)c2ccccc2C1=O	13

# (more compounds)
nr	Molecule	mIAP act	APOBEC3A inh	mIAP inh	hIAP block	APOBEC3G inh	MPTP inh	hIAP act	NR3A LBD binder	beta cell repl
16	O=C(OCC(=O)c1ccc[nH]1)c1ccc([N+](=O)[O-])cc1	0.86	0	14	3	-4	-0.3	0.97	2	-3
17	O=C(/C=C/c1ccccc1)c1ccccc1	0.94	-2	6	0	-9	0.6	1	1	-8
18	COC(=O)c1ccc(-c2csc(NC(=O)c3ccc(S(=O)(=O)N4CCc5ccccc5C4)cc3)n2)cc1	0.86	-5	14	11	-7	1.7	0.89	1	0
19	O=C(OCc1ccccc1)c1cnc(Cl)c(Cl)c1	1.1	-1	-12	3	-7	-0.6	0.97	1	-2
20	O=C(N=C1SC2CS(=O)(=O)CC2N1c1cccc(F)c1)C1CC1 (stereo not given)	0.99	-5	1	-6	-9	-1.7	1.1	3	-3
21	O=C(CN1C(=O)S/C(=C\c2ccc(O)cc2)C1=O)c1ccccc1	0.93	-2	7	16	-6	-0.1	0.83	10*	0
22	COc1cccc(CN(C)C(=O)c2ccc(N3CCCC3)c([N+](=O)[O-])c2)c1	1.1	0	-8	24	-4	-0.3	0.76	-1	-2
23	CCOCCCNC(=O)/C(C#N)=C/c1ccccc1F	0.97	0	3	5	0	-1.2	0.95	-4	-1
24	COC(=O)/C=C1\N/C(=N\c2nc(C)cc(C)n2)N(c2ccc(Cl)cc2)C1=O	1.1	-4	-12	-28	-7	1.0	1.3	-1	1
25	Cc1nnc2n1NC(c1ccc(Cl)cc1)C(C(=O)N1CCC(C)CC1)S2 (stereo not given)	0.97	-2	3	-9	-8	-0.8	1.1	-3	0
26	Cn1cc(S(=O)(=O)N2CCC(C(N)=O)CC2)c(=O)n(C)c1=O	1	-1	-3	-2	2	-0.3	1	0	3
27	O=C(NCc1nc2ccccc2[nH]1)c1cccs1	1.1	-2	-8	-4	-1	-0.8	1	-2	1
28	Cc1ccc(-c2noc(Cn3nc(C(=O)O)c4ccccc4c3=O)n2)cc1	1.1	-4	-12	25	-6	-1.7	0.75	2	-2
29	CC(=O)OCC(OC(C)=O)C(OC(C)=O)C(OC(C)=O)C(=O)Nc1ccc(C)cc1C (stereo not given)	0.99	3	0	14	-6	0.9	0.86	1	1
30	CCC(C)N(C(=O)COC(=O)CN=C1NS(=O)(=O)c2ccccc21)C1CCS(=O)(=O)C1 (stereo not given)	1	6	-3	9	0	2.2	0.91	0	2
31	NC(=O)c1nc[nH]c1C(=O)Nc1cccc(C(F)(F)F)c1	0.82	-4	18	-42	-6	-1.1	1.4	-7	3
32	COCC(O)CNc1ccccc1 (stereo not given)	0.98	-1	2	-1	-3	-1.3	1	-1	2
33	Clc1ccc(CN2C3=NCCN3c3ccccc32)cc1	1	-1	-2	1	-6	0.3	0.99	-1	-1
34	CCOC(=O)c1[nH]c2cc(OC)c(OC)cc2c1N	1	-2	-1	15	-1	1.4	0.85	-2	-1
35	COc1cc(C(=O)NNC(=O)C2CCC2)cc(OC)c1OC	0.97	1	3	0	-4	-0.8	1	1	-1
36	CCn1c(Cc2ccccc2)nnc1SCC(=O)OC(C)C	1.1	-5	-7	5	-6	3.0	0.95	-2	0
37	COc1ccc(Cl)cc1NC(=O)CN1C(=O)CC(C)S(=O)(=O)c2ccccc21 (stereo not given)	0.97	11	3	14	1	1.2	0.86	-1	1
38	O=C(N=Nc1c(O)[nH]c2ccccc12)c1ccc2c(c1)OCO2	0.93	-5	7	8	-7	-0.1	0.92	0	-6
39	Cc1cc(O)ccc1Nc1nc2ccccc2nc1Nc1ccc(O)cc1C	0.92	21	8	23	21	4.9	0.77	-9	-6
40	CCc1ccc(NC(=S)N2CCNC(=O)C2CC(=O)OC)cc1 (stereo not given)	1	1	-4	-5	-2	1.5	1.1	1	-4
41	CC(=O)c1c(C)[nH]c(C(=O)CN2C(=O)NC(C)(CCC(C)C)C2=O)c1C (stereo not given)	1	-5	-4	0	-12	-1.9	1	-3	-1
42	COc1cccc(-c2noc(CCCC(=O)NC3CCCC3)n2)c1	0.97	-4	2	1	-4	-0.7	0.99	1	4
43	CCCOc1ccc(-c2c(C(=O)N/N=C/c3ccc(OC)cc3)nnn2-c2nonc2N)cc1	0.98	3	2	-15	2	-1.9	1.2	10*	0
44	O=C(NCCOc1cccnc1)c1ccc(OC2CCN(Cc3ccccn3)CC2)cc1	0.96	4	4	-16	-4	-0.2	1.2	x	-7
45	Nc1nc(CN2CCN(c3ccccc3)CC2)nc(Nc2ccc(Cl)cc2)n1	1	0	-1	-18	-11	-1.1	1.2	-2	-3
46	CC(=O)Oc1ccccc1N(C(C)=O)S(=O)(=O)c1ccc(C)cc1	0.97	1	3	-35	-2	3.1	1.3	0	0
47	Cn1cnnc1SCC(=O)N1N=C2/C(=C/c3ccco3)CCCC2C1c1ccco1 (stereo not given)	1	-1	-2	0	-5	-1.0	1	6	2
48	O=C(Nc1cccc(-n2cccn2)c1)C1CCCN(Cc2cc3ccccc3[nH]2)C1 (stereo not given)	0.95	-3	4	18	-4	8.4	0.82	0	-5
49	CN(Cc1ccc(Cl)cc1Cl)C(=O)c1cccc(S(=O)(=O)N2CCN(c3ccccc3)CC2)c1	0.96	5	4	-8	-2	1.9	1.1	0	-6
50	O=C(CCc1nc2ccccc2s1)Nc1ccccc1	1	1	-4	16	1	-0.6	0.84	0	-1
51	COc1ccc2[nH]c3c(=O)n(CCCCC(=O)N4CCC(C(N)=O)CC4)c(=S)[nH]c3c2c1	1.1	-9	-6	-13	27	-0.2	1.1	1	-2
52	CCC(=O)N1CCc2cc(OC)c(OC)cc2C1COc1ccc(F)cc1 (stereo not given)	0.93	-4	7	6	-7	0.3	0.94	-1	9.3*
53	Cc1ccc(S(=O)(=O)N2CCN(C(=O)CCC(=O)NCCc3ccc(F)cc3)CC2)cc1	1.1	-1	-8	-1	-5	-0.9	1	-1	-3
54	O=C(CCn1cnnn1)N1CCCC(Nc2ccc(F)c(F)c2)C1 (stereo not given)	1	4	-1	14	3	2.3	0.86	-2	1
55	O=C(N/N=C/c1ccc2c(c1)OCO2)c1sc2cccc(Cl)c2c1Cl	0.96	2	4	7	-9	-1.3	0.93	24*	-1
56	Fc1ccccc1-c1nc(-c2ccc(Br)o2)no1	1.1	0	-7	8	2	0.1	0.92	-3	-1
57	CSc1ncc(Cl)c(C(=O)Nc2ccc(S(=O)(=O)N3CCOCC3)cc2)n1	0.87	-5	13	9	-4	0.3	0.91	3	0
58	CCC(=O)c1ccc(OC(=O)Cc2ccc(OC)cc2)cc1	1	-8	-4	-5	-4	-0.3	1.1	3	0
59	COc1ccc(NCc2nnc(SCC(=O)Nc3ccc(OC)cc3)n2C)cc1	0.97	0	3	-6	-1	2.4	1.1	2	-2
60	CC(C)(C)NC(=O)[C@]1(C)CCC[C@@]2(C)C3CC[C@@]4(C)C[C@]3(CCC21)CC4=O (stereo not given in full)	1	-3	-2	11	-11	-1.1	0.89	2	4
61	CCOC(=O)C(C(=O)OCC)C1N=C(N)N=C2Oc3ccccc3N21 (stereo not given)	1	-5	-1	-3	-2	1.2	1	1	-1
62	C/C(=N\NC(=O)C12CCC(C)(C(=O)O1)C2(C)C)c1ccccc1O (stereo not given)	0.94	0	6	-12	0	1.0	1.1	-1	-5
63	COc1ccc(NC(=S)N(CCCN2CCOCC2)Cc2cn(C)c3ccccc23)cc1	0.95	-2	5	-4	-1	0.3	1	5	0
64	COc1cc(/C=C2/CCC/C(=C\c3cc(O)c(OC)c(Cl)c3)C2=O)cc(Cl)c1O	0.64	6	36	40*	3	18	0.6	1	-6
65	Cc1cc(C(=O)NCC2CCCO2)sc1C (stereo not given)	1	-2	0	7	-6	0.1	0.93	0	2
66	Clc1ccc(-c2nnc(N3CCOCC3)o2)cc1	1.2	-3	-21	-17	-5	0.9	1.2	0	1
67	CC(=O)Nc1ccc(S(=O)(=O)NCCSCc2ccccc2Cl)cc1	1.1	-4	-8	2	-1	11	0.98	-11	-2
68	CCOc1ccccc1C(=O)NC(C(=O)Nc1ccccc1N1CCOCC1)C(C)C (stereo not given)	0.97	-3	3	10	-5	-2.7	0.9	0	4
69	O=[N+]([O-])c1cc([N+](=O)[O-])c(Oc2ccc(Cl)c3cccnc23)cc1NN1CCCCC1	0.88	-4	12	20	-8	0.2	0.8	-5	-9
70	COc1cccc(NC(=O)C2CC2)c1	1	-5	-5	7	-9	-0.3	0.93	-1	-3
71	CCOC(=O)COc1cccc2c(=O)n(CC(=O)N3CCN(C(=O)OCC)CC3)ccc12	1.1	-1	-11	10	-9	-0.7	0.9	4	6

# Compounds were not picked by outcome; 5% or so of the library scored in one or more.
